Tb PYK inh = inhibitors of Trypanosoma brucei pyruvate kinase; Q57TT1; TbPYK enzyme, Kinase-Glo Plus ATP luminescence, 45 min; Potency, µM (series often up to 76.8 µM), for inactives: at the top dose activity, negative = inhibition, actives largely listed as inhibitors; 410,000 compounds, 0.12% hits; AID 624173; also: potency is read from the fitted curve at half-maximal effect; % is scaled to controls: 0 for no effect and ±100 for the full control effect; nearly all actives have a fitted effect of over 50% in size
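Enzyme and substrate buffer are dispensed first and compound is pin-transferred. ADP at 130 uM final then starts the reaction, which runs 45 min at room temperature. Detection reagent is added for 10 min before luminescence is imaged.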
AMA1-RON2 inh = inhibitors of Plasmodium falciparum AMA1-RON2 interaction. Potency, µM (top dose mostly 58.2 µM), inactives show at the highest dose activity change, negative = inhibition, most hits filed as inhibitors. AlphaScreen AMA1-biotinylated RON2 peptide binding. 360,000 compounds, 0.2% hits;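 also: potency is read from the fitted curve at half-maximal effect; 0% = vehicle wells and -100% = peptide control; nearly all actives have a fitted effect of over 45% in size; some results filed as inactive show a strong effect at the top dose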
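AMA1 (3D7) with his tag at 25 nM final met compounds first, then biotinylated RON2 peptide at 25 nM; detection used donor plus acceptor beads, 10 µg/mL apiece, read by AlphaScreen after 30 min at room temperature.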
Cycloheximide cs = affects cycloheximide protein synthesis inhibition readout, counter-screen. 300,000 compounds, 12% hits. max response, %. cell reporter, cycloheximide protein synthesis inhibition counterscreen. AID 2314; in the data active = max response mostly above about 13%, no sharp cut-off; inactive = mostly below about 14%; also: read at 38.3 µM for the half of the compounds with a filed dose; 0% is about no effect
Pf growth 48h = inhibits P. falciparum growth in the first generation, 48 h | Potency, µM (top dose mostly 28.7 µM), for inactives: top-dose activity change, negative = inhibition, most hits filed as inhibitors | AID 504832 | 310,000 compounds, 5.9% hits | P. falciparum luciferase growth in erythrocytes, 48 h; also: potency is read from the fitted curve at half-maximal effect; % is scaled to controls: 0 for no effect and ±100 for the full control effect
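Growth was read as firefly luciferase luminescence after a 48 h, 37 C, 5% CO2 exposure of compounds to reporter-bearing P. falciparum cultures (0.1% parasitemia, 2% hematocrit final) in Albumax-supplemented RPMI 1640.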
Shiga inhibitor = Shiga toxin inhibition; Vero cells, Shiga toxin protein synthesis inhibition reporter; 290,000 compounds, 9.2% hits; inhibition, % at 38.7 µM; in the data active = inhibition mostly above about 28%, no sharp cut-off; inactive = mostly below about 43%; also: 0% is about no effect
Pf growth 96h = P. falciparum growth inhibition at 96 hours; Potency, µM (doses to about 28.7 µM), inactives show top-dose activity change, negative = inhibition, hits mostly inhibitors; 320,000 compounds, 6.9% hits; P. falciparum luciferase reporter growth, 96 h; also: potency is read from the fitted curve at half-maximal effect; % is scaled to controls: 0 for no effect and ±100 for the full control effect
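Two-generation exposure (96 h) targets delayed-death phenotype. Reporter parasites carrying integrated firefly luciferase, in red cells at 2% hematocrit and 0.05% parasitemia final, kept at 37 C, 5% CO2; luminescence loss indicates inhibition.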
LmPK inhibitor = inhibitors of Leishmania mexicana pyruvate kinase | Q27686 | purified LmPK, Kinase-Glo ATP luminescence, 1 h | Potency, µM (titrated, usually from 57.5 µM), without a hit: top-dose activity change, negative = inhibition, hits mostly inhibitors | 290,000 compounds, 0.37% hits; also: potency is read from the fitted curve at half-maximal effect; % is scaled to controls: 0 for no effect and ±100 for the full control effect
Target sequence (Q27686 whole entry, looked up): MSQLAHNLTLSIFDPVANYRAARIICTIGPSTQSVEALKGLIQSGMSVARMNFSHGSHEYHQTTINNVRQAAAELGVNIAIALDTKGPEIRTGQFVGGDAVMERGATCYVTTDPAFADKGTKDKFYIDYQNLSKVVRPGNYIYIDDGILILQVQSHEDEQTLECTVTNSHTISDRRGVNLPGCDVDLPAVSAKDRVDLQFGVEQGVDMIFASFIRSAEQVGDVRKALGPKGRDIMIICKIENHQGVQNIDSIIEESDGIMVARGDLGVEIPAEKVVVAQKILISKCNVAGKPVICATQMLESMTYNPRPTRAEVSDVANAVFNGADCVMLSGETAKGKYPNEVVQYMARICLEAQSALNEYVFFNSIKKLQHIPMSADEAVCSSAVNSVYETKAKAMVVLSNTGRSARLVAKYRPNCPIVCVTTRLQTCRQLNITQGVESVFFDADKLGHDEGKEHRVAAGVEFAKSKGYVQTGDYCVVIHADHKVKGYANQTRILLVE
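Purified LmPK (0.1 nM) converted ADP (0.1 mM) to ATP with PEP (0.5 mM) in imidazole buffer pH 7.2 with KCl and MgCl2, 1 h at room temperature. ATP was read by Kinase-Glo luminescence; data normalized to uninhibited and no-enzyme controls.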
* marks the source's active call; other numbers are inactive results; i = inactive; ? = inconclusive; . = not tested or not shown; & = joins results of further samples; [ ] = another dose, or the depositor's remark. Unless noted, calls follow the shape of the dose curve; as a rule, active = well fitted curve in the direction sought with a large enough effect; inconclusive = small, poorly fitted or top-dose-only effect, or another doubt; inactive = no such curve, though single readings can be large; an effect the other way counts as inactive or inconclusive.

entry	structure	Tb PYK inh	AMA1-RON2 inh	Cycloheximide cs	Pf growth 48h	Shiga inhibitor	Pf growth 96h	LmPK inhibitor
1	CCCN(CC(=O)Nc1ccccc1C)C(=O)c1ccc(Cl)c(S(=O)(=O)N2CCCC2)c1	-0.7%	-0.1%	.	?	.	?	.
2	Cc1cccc(NS(=O)(=O)c2c(C)noc2C)c1	0.4%	0.0%	-1.2	5.9%	17.0	-15.1%	1.8%
3	CC(=O)c1cccc(NC(=O)Cc2ccc3c(c2)CCCC3)c1	-13.5%	1.5%	-1.2	4.5%	4.5	9.2%	3.7%
4	Cc1ccc(S(=O)(=O)Nc2c(C)n(C)n(-c3ccccc3)c2=O)cc1C(=O)OCC(=O)N1CCCC(C)C1 (centres undefined)	-1.7%	-23.6%	1.6	-14.6%	-2.8	-28.7%	2.9%
5	OCCC1CN(Cc2nc3c(s2)CCCC3)CCN1Cc1ccccc1 (centres undefined)	8.3%	11.4%	1.5	?	13.0	3.6%	-2.2%
6	Cc1ccc(NC(=O)CSc2nnc(CCCCCNC(=O)OC(C)(C)C)o2)c(C)c1	-4.8%	6.9%	-3.6	-13.5%	-3.9	13.1µM*	0.3%
7	CCN(CCO)Cc1csc2cccc(Br)c12	0.4%	0.0%	5.9	30.9%[activator]	24.8	50.4%[activator]	3.4%
8	Cc1ccc(C2=NN(CC(=O)NCCC(C)C)C(=O)CC2)cc1	3.0%&1.0%	9.2%	-3.8	16.1%	23.9	3.3%	6.4%
9	COc1cc(/C=C/C(=O)OCC(=O)NCc2ccco2)ccc1OCC#N	-8.3%	-5.3%	1.4	9.4%	27.7	3.1%	-5.4%
10	Cc1cccc(NC2=Nc3ccccc3N3C2=Nc2c(c(C)nn2-c2ccccc2)C3c2ccc(O)c(O)c2)c1 (centres undefined)	-7.6%	?	-2.5	?	-3.9	11.7µM*	2.8%
11	CCN(CC(=O)NC(C)(C)C)C(=O)CCl	0.9%	3.8%	-2.3	11.7µM*	-6.3	?	-1.5%
12	COc1ccc(/C=N/Nc2nc(-c3ccc(C)cc3)c(NC(C)=O)s2)cc1OC	-1.7%	5.4%	33.6*	1.17µM*	54.9*	1.17µM*	10.6%
13	O=C(Nc1ccncc1)c1ccc2c(c1)C(=O)N(CC1CCCO1)C2=O (centres undefined)	5.8%	2.2%	-1.6	-5.1%	-6.5	16.6%	2.2%
14	Nc1nnnn1/N=C/c1ccco1	-8.0%	-3.9%	20.5	7.3%	23.1	.	0.8%
15	COC(=O)N/N=C1/C/C(=N\NC(=O)OC)c2ccccc21	-3.4%	7.9%	-2.3	?	16.6	?	4.3%
16	CCCCSc1nc(C)cc(SCC(=O)N/N=C/c2cccc(OC)c2O)n1	-7.1%	-8.7%	-1.4	?	-16.7	?	0.9%
17	O=C(/C=C/c1ccccc1)Oc1cccc2cccnc12	-16.9%	84.0%[activator]	8.7	4.65µM*	23.5	3.7µM*	1.4%
18	C=C(C)CNC(=S)Nc1ccc(S(=O)(=O)Nc2cnc3ccccc3n2)cc1	1.6%	2.6%	-1.5	22.0%	6.8	14.0%	5.3%
19	O=C(O)CCC(=O)N1CCc2cc(S(=O)(=O)N3CCC(Cc4ccccc4)CC3)ccc21	-0.4%	-3.8%	-4.7	.	-19.5	?	10.5%
20	CCc1ccc(NC(=O)c2noc3c2CCc2ccccc2-3)cc1	1.1%	-3.0%	10.1	.	27.4	?	-8.9%
21	COc1ccc(C(=O)COC(=O)CN2C(=O)NC3(CC(C)CC(C)(C)C3)C2=O)c(OC)c1 (centres undefined)	4.2%	6.9%	.	-17.2%	.	-2.7%	.
22	Cc1ccc(S(=O)(=O)NC(Cc2ccccc2)C(=O)O)cc1C (centres undefined)	0.2%	13.1%	-3.3	-1.0%	-4.1	-7.8%	0.0%
23	Cc1cccc(N(C(=O)c2csnn2)C(C(=O)NCc2ccccc2)c2ccc(C)o2)c1 (centres undefined)	1.8%	-6.1%	9.0	?	-2.9	-24.8%	0.9%
24	O=C(O)C1CCCCC1C(=O)Nc1nc(-c2ccc(Cl)s2)cs1 (centres undefined)	-5.3%	0.0%	-0.9	33.5%[activator]	2.0	-16.6%	2.8%
25	O=C(Nc1ccccc1Cl)NC1(C(=O)NCc2ccncc2)CCCCC1	6.4%	5.3%	-3.2	-24.7%	1.6	1.8%	-0.7%
26	CSc1ccc(CN2CCC(C(=O)NCc3ccc(C)cc3)CC2)cc1	50.8%[activator]	?	0.3	-0.6%	-8.2	i	-1.9%
27	NC(=O)C1CCN(C(=O)c2cn(-c3ccccc3)nc2-c2cccnc2)CC1	0.6%	2.5%	.	20.7%	.	34.6%[activator]	.
28	Cc1cc(OCC(=O)NCc2ccccn2)c2c(C)c(Cc3ccccc3)c(=O)oc2c1	2.2%	-9.5%	-2.2	?	-3.7	?	-1.8%
29	COc1ccccc1Nc1ccc(NC(=O)c2cccc([N+](=O)[O-])c2C)cc1	-5.7%	-28.1%	30.1*	?	55.2*	-16.6%	3.4%
30	O=C(Nc1cccc([N+](=O)[O-])c1)c1ccc2ccccc2c1O	-2.3%	-5.6%	37.3*	6.3%	38.3	-21.5%	3.6%

(continued)
entry	structure	Tb PYK inh	AMA1-RON2 inh	Cycloheximide cs	Pf growth 48h	Shiga inhibitor	Pf growth 96h	LmPK inhibitor
31	CCc1c(C)c2cc(Cl)c(O)c(CN(CC)CC)c2oc1=O	-2.2%	-2.6%	0.7	-6.5%	-2.8	5.0%	3.6%
32	O=C(NC1CC1)c1ccc(S(=O)(=O)NCC2CCCCC2)cc1	-1.5%	1.5%	9.8	5.0%	3.5	?	-4.3%
33	O=C1CSC(c2ccco2)N1 (centres undefined)	9.3%	3.5%	-2.7	23.1%	-12.1	.	0.6%
34	CC1(C)Nc2ccccc2C(=O)N1NS(=O)(=O)c1ccccc1	7.8%	18.0%	0.3	1.8%	-8.6	?	-4.5%
35	O=C(O)c1cc2c(cc1NC(=O)c1ccccc1C(F)(F)F)OCCCO2	-0.2%	-19.8%	-6.2	-3.2%	19.6	1.6%	-2.6%
36	CCOc1ccc(S(=O)(=O)N2CCCC(C(=O)NCc3ccccn3)C2)cc1C (centres undefined)	-0.2%	26.6%	-7.4	-7.5%	-5.5	20.3%	-3.8%
37	CCC1(CC)NC(=O)N(CC(=O)OCC(=O)NC(=O)c2ccc(Cl)cc2)C1=O	28.5%	2.6%	3.4	32.6%[activator]	33.1	46.8%	-2.4%
38	COC(=O)C1=C(C)N(CCc2ccccc2)C(=O)C1	-5.9%	0.0%	1.1	?	-10.5	3.4%	1.5%
39	O=C1CCCC2=C1C(c1cccc(O)c1)c1c(ccc3ncccc13)N2 (centres undefined)	-4.3%	-1.3%	7.3	-12.2%	-19.3	17.8%	1.5%
40	Cc1cccc(-n2c(=O)[nH]c3c(C(N)=O)nc(C(C)C)nc32)c1	-10.7%	11.5%	-1.0	?	-1.1	.	1.6%
41	O=C(Nc1ccc(N2CCOCC2)cc1)C1CCCCN1S(=O)(=O)c1ccccc1 (centres undefined)	-1.3%	-2.9%	-1.7	44.7%[activator]	-4.4	-11.5%	0.3%
42	Cc1ccc(NC(=O)C2CCCN(S(=O)(=O)c3ccc(-n4cnnn4)cc3)C2)cc1 (centres undefined)	-0.4%	22.0%	-3.8	0.4%	-8.8	-15.2%	0.2%
43	CC1CN(C(=O)/C=C/c2ccc3c(c2)OCO3)CC(C)O1 (centres undefined)	-1.9%	2.2%	1.3	22.2%	10.9	15.8%	2.5%
44	CN(C)C(=O)C[n+]1ccc(/C=N/O)cc1	3.3%	-7.0%	0.6	16.6%	-1.9	-5.2%	0.3%
45	COc1cccc(CN2CCCC(C(=O)c3ccc4c(c3)OCO4)C2)c1O (centres undefined)	-6.4%	-4.9%	-0.6	?	2.4	-16.9%	3.3%
46	CCOc1cc(C2NC(=S)NC(C)=C2C(=O)Nc2ccc(OC)cc2)ccc1O (centres undefined)	0.9%	-2.7%	-0.7	-3.3%	-3.8	-2.9%	1.7%
47	CCN(CC)S(=O)(=O)c1ccc(NC(=O)C(C)N(c2ccc(OC)cc2)S(C)(=O)=O)cc1 (centres undefined)	-4.8%	-3.6%	-1.2	-36.3%	3.2	.	-3.3%
48	Clc1nc2sccn2c1/C=N/n1cnc2ccccc21	-2.1%	1.5%	5.4	.	9.7	-13.3%	8.9%
49	O=C(Nc1ccc(N2CCN(Cc3ccccc3)CC2)cc1)c1ccccc1[N+](=O)[O-]	8.7%	0.0%	-2.6	0.8%	-3.9	28.5%	-0.9%
50	O=C1CN(CC(=O)N2CCCCC2)c2ccccc2O1	-2.2%	20.1%	23.6*	47.2%[activator]	34.2	?	-3.3%
51	CCN(C(=O)c1cc2cccc(OC)c2oc1=O)C1CCCCC1	1.0%	2.0%	-2.0	?	-3.9	1.47µM*	1.6%
52	COc1ccccc1OCC(=O)NCCSCc1ccc(Cl)cc1	-3.3%	-1.6%	-1.8	-3.8%	-9.6	-23.1%	1.8%
53	O=C(NC(=S)Nc1ccccc1N1CCOCC1)c1sc2ccccc2c1Cl	1.2%	-4.4%	-2.1	4.1%	-9.1	5.4%	-0.3%
54	COc1ccccc1NC(=O)COc1ccc(/C=N/NS(=O)(=O)c2ccc(C)cc2)cc1	-0.1%	-8.2%	-2.8	-1.4%	-6.1	?	0.7%
55	O=C(CSc1cn(CC(=O)N2CCCC2)c2ccccc12)NCC1CCCO1 (centres undefined)	-1.5%	8.8%	-2.7	48.2%[activator]	-9.4	-0.2%	-1.9%
56	COc1ccc(C(=O)c2c(-c3cccc(C)c3)oc3ccc(N4CCOCC4)cc23)cn1	-6.0%	-2.6%	1.3	?	11.7	?	-1.0%
57	CC(C)Oc1ccc(CCNC(=O)CC2C(=O)NCCN2C)cc1 (centres undefined)	7.7%	23.8%	-1.3	-7.7%	3.4	-5.2%	5.6%
58	CC(C)CCNC(=O)c1ccc(Cl)c(NC(=O)c2ccccc2F)c1	.	.	-0.9	?	-1.2	-2.2%	5.5%
59	COc1ccccc1NS(=O)(=O)c1cc(NC(=O)CNC(=O)c2ccc(C)s2)ccc1Cl	-7.4%	-13.1%	8.7	12.5%	-1.0	6.4%	6.2%
60	O=C1NC(=O)N(c2ccccc2)C(=O)/C1=C\c1ccccc1[N+](=O)[O-]	?	?	2.5	41.7%[activator]	11.3	44.6%[activator]	10.0%
61	COc1ccc(-c2sc3ccc(OC)cc3c2C#Cc2ccccn2)cc1	-1.5%	47.5%[activator]	.	?	.	2.33µM*	.

Of the compounds above, these contain a tert-butyl group.
entry	structure	Tb PYK inh	AMA1-RON2 inh	Cycloheximide cs	Pf growth 48h	Shiga inhibitor	Pf growth 96h	LmPK inhibitor
6	Cc1ccc(NC(=O)CSc2nnc(CCCCCNC(=O)OC(C)(C)C)o2)c(C)c1	-4.8%	6.9%	-3.6	-13.5%	-3.9	13.1µM*	0.3%
11	CCN(CC(=O)NC(C)(C)C)C(=O)CCl	0.9%	3.8%	-2.3	11.7µM*	-6.3	?	-1.5%

Screening results as filed in PubChem BioAssay.
